Her2 expr inh: lowers expression of human Her2 kinase; hit rate 0.69% among 65,000; P04626; AID 645; SKBR-3 HER2 protein level, AlphaScreen, 18-24 h; hits give low values; HER2 level % of control, % at 10 µM;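 active = HER2 level under 5% of the carrier-only control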;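 note: 100% = DMSO carrier and 0% = 500 nM PU-H71 HSP90 inhibitor; lower value means stronger loss of Her2 protein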
Abs 340nm: compound absorbs light at 340 nm. fold change at 10 µM. compound absorbance at 340 nm, fold over control. 65,000 tested, under 10 active;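 active = at 10 µM dose, initial 340 nm absorbance at least 2 fold that of control wells; inactive = change under 2 fold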;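 note: initial absorbance extrapolated from kinetic A340 decline of NADH oxidation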
Fluor 339 460: intrinsic fluorescence of library compounds, ex339/em460 – biochemical, MLSMR library, data from DPM-DC assay, artefact control, profiling panel | compound autofluorescence, ex339/em460 nm, NADH buffer; hits give high values; 1 = no-compound wells, NADH background | fluorescence fold increase at 10 µM | hit rate 5.5% among 65,000 | AID 709;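 active = at 10 µM, mean starting fluorescence two-fold or more over control wells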;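 note: signal is the first read of a kinetic run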
5HT1a antag: blocks the human serotonin 5-HT1a receptor; P08908; CHO 5-HT1a Ga15 NFAT-bla reporter, antagonist mode; inhibition, % at 10 µM; hit rate 0.68% among 62,000;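 active = inhibition above the mean of all tested compounds plus 3 SD, cut at about 43% in these data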;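 note: receptor stimulated by 5-CT agonist at 100 nM near EC80; beta-lactamase reporter measured by ratiometric fluorescence of a cleavable substrate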
S1P1 ag-PAM: activates or potentiates agonism at human S1P1 receptor; hit rate 0.57% among 56,000; AID 449; activation, % at 9.5 µM; S1P1 CRE-bla cells, forskolin, beta-lactamase FRET, potentiator mode; S1P1 agonist co-added at EC20, 2 nM; 100% = saturating reference agonist, 0% = basal;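 active = activation above a cutoff set at the mean activation of all tested compounds plus 3 SD, cut at about 54% in these data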;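 note: forskolin at 4 µM as EC80 and the EC20 agonist is SEW2871; 100% = SEW2871 at its EC100 plus forskolin at EC80; some compounds past the cut are filed as inactive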
Target sequence (P21453 whole entry, looked up): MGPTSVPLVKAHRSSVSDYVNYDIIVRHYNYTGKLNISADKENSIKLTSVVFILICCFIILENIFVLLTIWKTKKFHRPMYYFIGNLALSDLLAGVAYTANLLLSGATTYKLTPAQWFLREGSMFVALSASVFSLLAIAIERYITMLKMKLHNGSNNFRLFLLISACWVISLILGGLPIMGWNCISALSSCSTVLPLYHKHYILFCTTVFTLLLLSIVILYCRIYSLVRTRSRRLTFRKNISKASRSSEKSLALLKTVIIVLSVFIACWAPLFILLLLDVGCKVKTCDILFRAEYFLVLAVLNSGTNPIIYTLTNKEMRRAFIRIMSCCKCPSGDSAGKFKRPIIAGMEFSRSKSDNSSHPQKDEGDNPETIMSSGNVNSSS
S1P3 agonist: S1P3 (human) receptor agonism | Q99500 | S1P3 NFAT-BLA reporter cells, FRET ratio; relative to 1 µM S1P, basal subtracted | activation, % at 4.5 µM | hit rate 0.1% among 60,000 | AID 373;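 active = activation above the screen-wide mean plus 3 SD, cut at about 4.5% in these data, passing the limit was not always enough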; note: some compounds called inactive have numbers as strong as hits
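Benchmarks: high control 1 µM S1P / System: stable CHO line with human S1P3, Gα16, NFAT-BLA reporter / Dosing: single compound concentration, 4.5 µM final / Timing: 4 h compound at 37 °C, 2 h substrate at RT / Measured by: FRET β-lactamase substrate fluorescence, excitation 405 nm, 460/535 nm emission ratio, background-subtracted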
5HT1E ag: 5-HT1E (human) receptor agonism | P28566 | activation, % at 6 µM | CHO 5-HT1E Ga15 NFAT-bla reporter, FRET; 0% DMSO wells, 100% control agonist wells | hit rate 0.69% among 65,000;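 active = activation above a set limit, the screen-wide mean activation plus 3 SD, cut at about 8.5% in these data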;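 note: 100% = positive control agonist at 1 µM giving full maximal response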
Target sequence (P28566 whole entry, looked up): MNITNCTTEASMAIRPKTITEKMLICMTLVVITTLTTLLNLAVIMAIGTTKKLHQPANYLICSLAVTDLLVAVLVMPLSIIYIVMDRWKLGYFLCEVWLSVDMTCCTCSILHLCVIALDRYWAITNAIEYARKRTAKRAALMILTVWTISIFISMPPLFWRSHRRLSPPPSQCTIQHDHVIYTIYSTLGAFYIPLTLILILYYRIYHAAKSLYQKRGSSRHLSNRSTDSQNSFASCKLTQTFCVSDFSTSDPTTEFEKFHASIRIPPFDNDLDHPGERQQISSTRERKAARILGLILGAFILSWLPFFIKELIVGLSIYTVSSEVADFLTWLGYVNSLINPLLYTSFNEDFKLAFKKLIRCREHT
HTR1E antagonist: 5-HT1E (human) receptor antagonism; P28566; CHO 5-HT1E Ga15 NFAT-bla reporter, FRET, antagonist; inhibition, % at 6 µM; hit rate 0.99% among 65,000; AID 571;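 active = inhibition above a set limit, the mean inhibition across every tested compound plus 3 SD, cut at about 29% in these data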;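 note: signal is the 460 over 535 nm emission ratio of beta-lactamase substrate; 0% = agonist plus DMSO wells and 100% = wells without agonist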
MMP13 inh: MMP13 (human) collagenase inhibition | P45452 | MMP-13 fTHP FRET cleavage, Mca fluorescence | inhibition, % at 4 µM | hit rate 0.07% among 65,000 | AID 570;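 active = inhibition above the mean of compound-free control plate wells plus 3 SD, cut at about 14% in these data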;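 note: 0% = DMSO wells and 100% = wells with reference MMP-13 inhibitor after basal subtraction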
The depositor's hits bear a star; · = not tested or not shown.

SMILES	Her2 expr inh	Abs 340nm	Fluor 339 460	5HT1a antag	S1P1 ag-PAM	S1P3 agonist	5HT1E ag	HTR1E antagonist	MMP13 inh
COC(=O)COc1ccc(S(=O)(=O)NCc2cccnc2)cc1	58	1	1.1	-3	-13	-0.5	-0.7	3	4
O=S(=O)(Nc1nc2ccccc2nc1NCC1CCCO1)c1cccs1 (configuration not stated)	124	1.1	1.3	7	-1	-1.3	1.2	1	1
Cc1cc(NS(=O)(=O)c2ccc(C3CCCCC3)cc2)no1	86	1	1.1	-1	12	-0.3	2.0	-6	4
COc1cc(OC)cc(C(=O)NCc2n[nH]c(=S)n2-c2ccccc2)c1	114	0.99	1.1	-18	-14	0.4	0.4	-5	3
O=C(CN(Cc1ccccc1)C(=O)c1ccc2c(c1)OCCO2)NCc1ccc2c(c1)OCO2	108	0.98	1.1	-1	10	0.0	-1.2	-14	-3
N#CC1=C2SCN(Cc3ccco3)CN2C(=O)CC1c1cccc2ccccc12 (configuration not stated)	73	1.1	1.1	20	-21	0.6	-0.5	-2	4
O=C(OCn1nnc2ccccc2c1=O)C1COc2ccccc2O1 (configuration not stated)	92	0.99	1	8	-20	0.2	2.1	-7	-4
Cc1nnc(NC(=O)c2ccccc2F)s1	178	1	1	-7	-18	0.9	-0.4	-5	2
O=C(Nc1ccc2c(c1)OCO2)C1CCCN(S(=O)(=O)Cc2ccccc2)C1 (configuration not stated)	57	1	1.1	-4	·	·	0.2	-2	1
Cc1c(NC(=O)c2ccc(CN3CCc4ccccc4C3)cc2)c(=O)n(-c2ccccc2)n1C	90	1.1	1	17	·	-0.9	-0.1	5	-1
OC1(c2cccc(C(F)(F)F)c2)CCN(c2ccc(-c3ccccc3)nn2)CC1	204	1	1	3	·	·	-0.2	6	3
CCCC(=O)NCCCc1nc2ccccc2n1C(C)C	121	1	1.1	5	-19	-0.2	0.7	-4	-4
O=C(CN1CCOCC1)N1CCN(C(=O)CN2CCOCC2)CC1	109	0.98	1	0	-5	-0.2	-0.4	-9	3
C=CCn1c(COc2ccccc2)nnc1SCC(=O)Nc1ccc2c(c1)OCCO2	105	1.1	1.2	-9	12	-0.3	0.2	-6	1
CCc1oc2ccccc2c1C(=O)CCN1CCCCC1	133	1	1.1	4	-12	-1.6	1.3	-3	-1
Cc1cc(C(F)F)n2nc(C(=O)Nc3cc(C)on3)nc2n1	52	1.1	1.1	-4	-17	-0.7	0.3	5	-3
CCOC(=O)c1[nH]c(C)c(C(=O)Nc2ccc3c(c2)OCCO3)c1C	98	0.97	1	-2	4	0.1	0.7	0	-3
CC(C)OC(=O)CSc1ncnc2c1cnn2-c1ccccc1	104	0.97	1.2	4	22	-0.9	0.1	0	4
Cc1nc(S(=O)(=O)N(C)Cc2ccccc2)c(C#N)c(C)c1Cl	78	0.99	1.1	-6	-28	-0.2	0.2	1	3
O=C(Cn1nc(C(F)(F)F)c2c1CCC2)NC1CCCCC1	95	1	1.1	-4	-8	0.5	0.2	1	1

Next part, overlapping the part above by four compounds.
SMILES	Her2 expr inh	Abs 340nm	Fluor 339 460	5HT1a antag	S1P1 ag-PAM	S1P3 agonist	5HT1E ag	HTR1E antagonist	MMP13 inh
CCOC(=O)c1[nH]c(C)c(C(=O)Nc2ccc3c(c2)OCCO3)c1C	98	0.97	1	-2	4	0.1	0.7	0	-3
CC(C)OC(=O)CSc1ncnc2c1cnn2-c1ccccc1	104	0.97	1.2	4	22	-0.9	0.1	0	4
Cc1nc(S(=O)(=O)N(C)Cc2ccccc2)c(C#N)c(C)c1Cl	78	0.99	1.1	-6	-28	-0.2	0.2	1	3
O=C(Cn1nc(C(F)(F)F)c2c1CCC2)NC1CCCCC1	95	1	1.1	-4	-8	0.5	0.2	1	1
CCCN1C(=O)C2C(C(=O)Nc3cccc(OC)c3)C3C=CC2(O3)C1C(=O)NC1CCCCC1 (configuration not stated)	113	0.98	1.1	-2	13	-0.4	0.3	-2	4
COCCCn1c(SCC(=O)Nc2cccc(C(=O)OC)c2)nnc1-c1ccncc1	93	0.95	1.1	4	-11	-0.7	-0.1	-4	-6
COc1ccccc1S(=O)(=O)Cc1ccc(C(=O)N2CCN(c3ccccc3)CC2)o1	110	1	1	6	13	-1.3	0.3	-1	-1
Cc1nnc2sc(-c3ccc(NC(=O)c4ccc(-c5ccc(Cl)cc5Cl)o4)cc3)nn12	117	1.1	3.9*	9	-5	-0.9	-1.3	6	-2
COc1ccc(C2C(C(=O)c3sc(C)nc3C)=C(O)C(=O)N2CCCn2ccnc2)cc1 (configuration not stated)	88	1.1	1.1	-6	-5	-0.6	-0.6	17	-3
Cc1ccc(Nc2nc(CSc3nnnn3-c3ccccc3)cc(=O)[nH]2)cc1	89	1	1	15	-2	-0.3	-1.8	10	-1
Cc1cccc(-c2nnc(SCc3nc4ccccc4[nH]3)n2Cc2ccco2)c1	70	1	1.1	22	-21	-1.0	0.4	18	2
CCOC(=O)c1ccc(NC(=O)CSc2nnc(COc3ccccc3OC)n2CC)cc1	85	0.99	1	0	-4	-0.2	-1.0	3	4
COc1cccc(NC(=O)c2ccccc2-c2nc(-c3cccc(C)c3)no2)c1	80	0.98	1.1	29	-18	-0.3	-0.7	5	2
CC(C)C(=O)Nc1ccc(C(=O)N2CCN(C(=O)c3ccco3)CC2)cc1	112	1	1.1	1	9	-1.1	-1.9	8	6
O=C(c1ccco1)N1C(=O)c2cccc3cccc1c23	60	1	1.3	-7	-8	-0.1	-0.3	1	-1
COc1ccc(OC)c(S(=O)(=O)n2cccn2)c1	111	0.98	1.1	-4	-15	0.0	0.3	-1	0
COCC(=O)N(Cc1cc2cc(OC)ccc2[nH]c1=O)c1ccc(C)cc1	147	1.1	2.1*	-3	-7	-1.0	-1.9	6	-26
CCNc1nc(NC(C)C)nc(N(C#N)C(C)C(=O)N(C)C)n1 (configuration not stated)	94	1	1.1	·	-17	0.2	-0.7	-1	0
CC1CC(N(C(=O)c2ccco2)c2ccccc2)c2ccccc2N1 (configuration not stated)	90	1	1.1	10	6	1.1	16*	-6	6
COc1ccc(CCNC(=O)Cc2cc(=O)[nH]c(=O)[nH]2)cc1OC	111	1.1	1.1	-4	-13	-1.1	-0.1	-19	-2
O=C1Nc2ccc(S(=O)(=O)N3CCCCCC3)c3cccc1c23	105	1.1	2.1*	2	-9	-0.1	0.0	3	-18
COc1ccc(Nc2nc(N)nc(SCc3nnc(C)s3)n2)cc1	99	1	1	3	1	0.4	1.1	4	1
CC(C)c1nnc(N2C(=O)c3oc4ccccc4c(=O)c3C2c2ccco2)s1 (configuration not stated)	76	1.1	1.1	4	7	-1.8	-0.5	13	0
Brc1ccccc1CN1CCC(N2CCCCC2)CC1	100	1	1.1	2	-46	-1.6	-0.6	12	3
Cc1cc(NC(=O)CSc2cn(C)c3ccccc23)no1	98	1	1.1	21	-23	-1.1	0.5	1	5
CCOc1ccc(N2C(=O)c3cccnc3C2Nc2ccc(Cl)cc2)cc1 (configuration not stated)	91	1.1	1.1	-10	8	-0.2	-0.8	2	7
CC(=O)OC(/C(O)=C(\C#N)c1nc2ccccc2[nH]1)c1ccccc1 (configuration not stated)	98	1.1	1.6	-4	-22	1.0	0.4	0	-15
COc1c(C(=O)Nc2c(C)n(C)n(-c3ccccc3)c2=O)ccc2ccccc12	103	0.98	1	8	4	-2.5	-0.8	2	-6
Cn1c(=O)n(CCN2CCOCC2)c(=O)c2c1nc1n2CCN1c1ccc(Oc2ccccc2)cc1	83	1.1	1.1	-10	-2	-1.8	1.1	-8	-3
C=CCn1c(SCC(=O)c2cccs2)nc2sc(CC)cc2c1=O	75	1	1.1	13	93*	-2.1	0.4	6	4
O=C(CCn1c(=O)sc2ccccc21)NCc1ccccc1	90	1	1.1	-13	-27	-0.1	0.7	0	3
Cn1c(-c2ccc(Cl)cc2)cnc1N	88	1	1.1	-15	-31	-1.5	1.2	-11	0
COc1cc(NC(=O)c2ccc(COc3ccccc3Br)o2)cc(OC)c1OC	79	1.1	1.1	10	16	-1.2	-0.7	22	-6
Cc1occc1-c1nnc(SCC(=O)c2cc3ccccc3oc2=O)o1	100	1	1.3	1	2	-1.3	-0.2	1	-6
O=c1ccccn1Cc1ccccc1F	112	0.98	1	-8	-10	-0.1	-0.2	0	3
COC(=O)c1nnn(CC(=O)Nc2cccc(Cl)c2)c1C(=O)OC	93	1	1.1	10	·	·	0.4	-8	-2
COCCn1c(CN2CCC(Cc3ccccc3)CC2)nc2c1c(=O)n(C)c(=O)n2C	102	0.99	1.1	-1	-9	-0.2	0.4	-6	2
Cc1ccc(SCc2cc(=O)[nH]c(N3CCN(Cc4ccccc4)CC3)n2)cc1	66	0.98	1.1	6	-21	-1.1	1.0	-5	2
c1ccc(Cn2nnnc2C(c2ccncc2)N2CCOCC2)cc1 (configuration not stated)	87	1	1	3	9	-1.1	0.4	-6	5
CC1CCCN(C(=O)c2ccncc2)C1 (configuration not stated)	159	1	1.1	-6	-8	-0.7	-0.4	-9	8
Cc1cc2cc(CN(CCCO)S(=O)(=O)c3cccc4nsnc34)c(=O)[nH]c2cc1C	75	1.1	1.1	-8	-56	0.5	0.8	-1	1
Cc1csc(NC(=O)CCc2nc3ccccc3s2)n1	135	0.99	1	-4	-12	-1.4	0.2	14	6
COc1ccc(NC(=O)CN(C)S(=O)(=O)c2cccc3cccnc23)cc1	88	1	1.1	-5	-14	-0.9	-0.2	-7	8
COc1ccc(C2=Nn3c(nnc3-c3ccccc3OC)SC2)cc1OC	73	1.1	1.1	75*	-62	0.4	1.7	87*	0
C/C(=N\O)C(=O)NCCN1CCCCC1	105	1	1.1	2	-17	-1.2	0.7	1	8
COC(=O)C1=C(C)n2nnnc2NC1c1cc2ccccc2o1 (configuration not stated)	82	1	1.1	-10	·	0.3	0.7	0	2
Cc1cc(C)cc(NC(=O)CSc2nnc(-c3ccccc3C)o2)c1	82	0.98	1.1	-10	-16	-0.4	-0.2	-4	-2
Cc1ccc(-n2c(SCc3cn4ccsc4n3)nc3ccccc3c2=O)cc1	77	1	1.1	17	20	1.0	0.2	43*	7
COc1ccc(C(=O)CSc2nnc(C3CCCCC3)n2N)c(OC)c1	101	0.99	1	-4	-4	-0.7	0.6	2	3
CC(C)(C)c1n[nH]c(=S)n(N)c1=O	87	0.97	1.1	-1	-16	-1.1	-1.0	-5	0
O=C(NCc1ccc2c(c1)OCO2)c1cc2ncc(Br)cn2n1	69	1.1	1.1	-3	·	0.1	0.0	9	1
Cc1nn2c3cc(N4CCOCC4)ccc3nc2c2ccccc12	69	1.1	1.1	0	·	0.4	1.1	14	-1
CCCCN(CC)C(=O)c1ccc(Cl)c(Cl)c1	109	1.1	1.1	8	·	0.4	0.3	-2	-2
CCOC(=O)CNc1nnc(SCC(=O)OCC)[nH]c1=O	76	1.1	0.97	2	0	-0.9	-0.4	1	0
CC(=O)Nc1ccc(NC(=O)CSc2nccn2Cc2ccccc2)cc1	107	1	1.2	9	·	1.2	0.3	7	4
O=C(CSc1nnc(CNc2ccc(F)cc2)o1)N1CCCc2ccccc21	92	0.99	1.1	-7	10	-0.3	0.2	-2	1

Bioassay records deposited in PubChem by several laboratories.
